Pf growth 48h: inhibits P. falciparum growth in the first generation, 48 h; P. falciparum luciferase growth in erythrocytes, 48 h; Potency, µM (titrated, usually from 28.7 µM), inactives show at the top dose activity change, negative = inhibition, hits mostly inhibitors; AID 504832; 5.9% of 310,000 active; also: potency is read from the fitted curve at half-maximal effect; % is scaled to controls: 0 for no effect and ±100 for the full control effect
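Cell-based growth assay: transgenic P. falciparum expressing firefly luciferase, cultured in red cells within RPMI 1640 containing 0.5% w/v Albumax, 24 mM bicarbonate and gentamycin. A drop in luciferase activity indicates inhibition.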
Cycloheximide cs: affects cycloheximide protein synthesis inhibition readout, counter-screen | cell reporter, cycloheximide protein synthesis inhibition counterscreen | max response, % | 12% of 300,000 active; in the data active = max response mostly above about 13%, no sharp cut-off; inactive = mostly below about 14%; also: read at 38.3 µM for the half of the compounds with a filed dose; 0% is about no effect
Giardia FBPA inh: blocks Giardia fructose-bisphosphate aldolase activity; Potency, µM (top dose mostly 59.6 µM), without a hit: at the highest dose activity, negative = inhibition, most hits filed as inhibitors; A8B2U2; AID 2451; purified Giardia FBPA; 0.71% of 290,000 active; also: potency is read from the fitted curve at half-maximal effect; % is scaled to controls: 0 for no effect and ±100 for the full control effect; nearly all actives have a fitted effect of over 55% in size
Target sequence (A8B2U2 whole entry, looked up): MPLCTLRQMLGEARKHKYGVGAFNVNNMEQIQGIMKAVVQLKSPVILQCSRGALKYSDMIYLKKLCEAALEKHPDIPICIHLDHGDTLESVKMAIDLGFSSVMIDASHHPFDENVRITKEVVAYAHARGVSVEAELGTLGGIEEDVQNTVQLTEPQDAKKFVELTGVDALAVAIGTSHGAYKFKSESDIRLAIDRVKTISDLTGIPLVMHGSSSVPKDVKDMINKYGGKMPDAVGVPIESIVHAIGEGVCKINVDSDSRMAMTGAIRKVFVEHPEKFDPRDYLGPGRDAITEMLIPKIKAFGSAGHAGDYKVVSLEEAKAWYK
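40 nM FBPA preincubated 10 min at RT with compound (up to 57.5 uM final), then substrate plus GAPDH/TPI/NAD/arsenate coupling and diaphorase/resazurin added. Fluorescence read after 20 min at RT, 525/598 nm.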
HCV inhibitor: inhibitors of hepatitis C virus infection; Huh7.5.1 HCVcc-Cre infection, luciferase reporter, 44 h; Potency, µM (top dose mostly 41.8 µM), for inactives: at the top dose activity change, negative = inhibition, actives largely listed as inhibitors; 3.4% of 340,000 active; also: potency is read from the fitted curve at half-maximal effect; % is scaled to controls: 0 for no effect and ±100 for the full control effect
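Luciferase read-out (15 sec integration) after a 15 min room-temperature substrate step quantifies HCVcc-Cre infection. Cells, 1,000 per well, had compound added 4 h post-plating, then virus at ~0.5 moi, and were cultured 44 h.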
Shiga inhibitor: blocks Shiga toxin action in Vero cells; Vero cells, Shiga toxin protein synthesis inhibition reporter; inhibition, % at 38.7 µM; 9.2% of 290,000 active; in the data active = inhibition mostly above about 28%, no sharp cut-off; inactive = mostly below about 43%; also: 0% is about no effect
Pf growth 96h: inhibits malaria parasite growth, 96 h | P. falciparum luciferase reporter growth, 96 h | Potency, µM (series often up to 28.7 µM), for the others: at the top dose activity change, negative = inhibition, hits mostly inhibitors | 6.9% of 320,000 active | AID 504834; also: potency is read from the fitted curve at half-maximal effect; % is scaled to controls: 0 for no effect and ±100 for the full control effect
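Two parasite generations (96 h, 37 C, 5% CO2) of compound exposure in infected erythrocytes (0.05% parasitemia, 2% hematocrit). Luciferase-reporter P. falciparum; decreased luminescence indicates inhibited growth, aimed at apicoplast-acting delayed death.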
Numbers without * were called inactive; ? = inconclusive; . = not tested or not shown; & = joins results of further samples; [ ] = dose if it differs, or a comment. Unless noted, calls follow the shape of the dose curve; as a rule, active = well fitted curve in the direction sought with a large enough effect; inconclusive = small, poorly fitted or top-dose-only effect, or another doubt; inactive = no such curve, though single readings can be large; an effect the other way counts as inactive or inconclusive.

Letters: A = Pf growth 48h; B = Cycloheximide cs; C = Giardia FBPA inh; D = HCV inhibitor; E = Shiga inhibitor; F = Pf growth 96h
[1] Cc1cccc(NC(=O)CSc2nnc(-c3ccccc3)n2N)c1C
  A: 7% | B: 8 | C: -3% | D: 16% | E: 20 | F: -9%

[2] COc1ccc(OC)c(NC(=O)C2CCCN2C(=O)C2CCC(C)CC2)c1 (stereo unspecified)
  A: . | B: -3 | C: -10% | D: -11% | E: -6 | F: 9.3µM*

[3] CC(C)Oc1ccc(CCc2n[nH]c(=S)n2-c2ccccc2)cc1
  A: ? | B: -3 | C: 4% | D: 7% | E: -18 | F: ?

[4] Cc1ccsc1/C=C1/NC(=O)N(Cc2ccc(F)cc2)C1=O
  A: ? | B: 9 | C: 1% | D: -4% | E: -1 | F: 18%

[5] CN(C)c1ccc(C=Nc2ccccc2)cc1
  A: 8% | B: 5 | C: -1% | D: 2% | E: 53 | F: 58%[activator]

[6] O=C(O)CSc1cc(NS(=O)(=O)c2cccc([N+](=O)[O-])c2)c2ccccc2c1O
  A: 10µM* | B: 13* | C: 2.5µM* | D: 11µM* | E: 11 | F: ?

[7] CCOC(=O)C1CCN(C(=O)CCNS(=O)(=O)c2ccc(C)cc2)CC1
  A: -17% | B: . | C: . | D: -5% | E: . | F: ?

[8] O=C1c2oc3ccccc3c(=O)c2C(c2ccccn2)N1Cc1ccccc1 (stereo unspecified)
  A: ? | B: -1 | C: 6% | D: 1% | E: 2 | F: ?

[9] Cc1nc(SCc2ccc(F)cc2)n[nH]1
  A: 37%[activator] | B: 9 | C: -1% | D: ? | E: 41 | F: 24%

[10] Cc1ccc(OCC(=O)NNC(=O)C2CCCO2)c(C)c1 (stereo unspecified)
  A: ? | B: 21* | C: 3% | D: 18% | E: 12 | F: 42%[activator]

[11] O=C(CCCSc1nc2ccccc2c(=O)[nH]1)c1ccccc1
  A: 20% | B: 1 | C: -24% | D: 3% | E: -6 | F: -1%

[12] CC(C)(C)C(=O)C[n+]1ccccc1
  A: 14% | B: -6 | C: 1% | D: -7% | E: -23 | F: -4%

[13] O=C(Nc1ccc(F)cc1)c1cccnc1N1CCOCC1
  A: -6% | B: -4 | C: -1% | D: 15% | E: 29 | F: 0%

[14] Cc1cccc(N(C(=O)CCC(=O)Nc2cc(C)on2)C(C(=O)NC2CCCC2)c2ccc(C)o2)c1 (stereo unspecified)
  A: ? | B: 26* | C: 0% | D: ? | E: 28* | F: 12%

[15] O=C(Nc1ccccc1F)N1CCC(NC(=O)C23CC4CC(CC(C4)C2)C3)CC1
  A: ? | B: -3 | C: 3% | D: 2% | E: 3 | F: ?

[16] NC(=O)c1ccc(Cn2c(C(=O)c3ccc(Cl)cc3)c3ccccc3[n+]2[O-])cc1
  A: ? | B: . | C: . | D: 8% | E: . | F: 35%[activator]

[17] COc1ccc(S(N)(=O)=O)cc1C(=O)NCCCN1CCN(c2ccccc2OC)CC1
  A: ? | B: -5 | C: 1% | D: -12% | E: -12 | F: ?

[18] NC(N)=NC(N)=Nc1cccc2ccccc12
  A: ? | B: -1 | C: -29% | D: -13% | E: -11 | F: -22%

[19] CCOC(=O)c1ccc2c(c1)nc(SCC(=O)N1CCCCC1)n2CC
  A: 0% | B: 13 | C: -3% | D: 2% | E: 18 | F: 12µM*

[20] Cc1cc(C(F)F)n2ncc(C(=O)NCCc3ccc(Cl)cc3)c2n1
  A: . | B: -4 | C: 2% | D: ? | E: -4 | F: -11%

[21] C=CC(C)n1c(Br)nc2c1c(=O)[nH]c(=O)n2C (stereo unspecified)
  A: 9% | B: -5 | C: -1% | D: 5% | E: -10 | F: -1%[5.75 µM]

[22] CCSc1nsc(NC(=O)Nc2cccc(OC)c2)n1
  A: ? | B: 29* | C: -5% | D: -18% | E: . | F: ?

[23] COn1c(=O)c(-c2ccc(C)cc2)[n+]([O-])c2ccccc21
  A: 41%[activator] | B: 9 | C: 10% | D: 3% | E: 26 | F: 104%[activator]

[24] Cc1ccc(C)c(CS(=O)(=O)c2cn(CC(=O)N3CCCCC3)c3ccccc23)c1
  A: ? | B: -8 | C: -6% | D: 3% | E: -13 | F: -90%

[25] COc1c(NC(C)=O)c2ccccc2c2ccccc12
  A: 7% | B: -2 | C: -10% | D: ? | E: -8 | F: -1%

[26] CCCCn1c(N)c(N(CCOC)C(=O)c2ccc(S(=O)(=O)N3CCCCCC3)cc2)c(=O)[nH]c1=O
  A: ? | B: . | C: . | D: 30%[activator] | E: . | F: -9%

[27] O=C(CSC1=NS(=O)(=O)c2cc(F)ccc2N1)Nc1ccccc1
  A: 1% | B: . | C: . | D: 33%[activator] | E: . | F: 38%[activator]

[28] COc1ccc(NC(=O)c2ccccc2Oc2ccccc2)cc1
  A: -22% | B: 1 | C: 0% | D: -24% | E: 23 | F: ?

[29] C[C@@H](C(=O)Nc1ccc2ccccc2c1)[C@@H]1C[C@@]1(C)[C@@H](NC(=O)c1cccnc1)c1ccccc1
  A: ? | B: 2 | C: -1%&-4% | D: ? | E: -1 | F: ?

[30] CN1CCN(/N=C/c2nc(-c3ccc(Cl)cc3)n3ccccc23)CC1
  A: 78%[activator] | B: 32* | C: ? | D: 0% | E: 39* | F: 95%[activator]

Ordered by number of heavy atoms (descending): eleven of the compounds above
Letters: A = Pf growth 48h; B = Cycloheximide cs; C = Giardia FBPA inh; D = HCV inhibitor; E = Shiga inhibitor; F = Pf growth 96h
[14] Cc1cccc(N(C(=O)CCC(=O)Nc2cc(C)on2)C(C(=O)NC2CCCC2)c2ccc(C)o2)c1 (stereo unspecified)
  A: ? | B: 26* | C: 0% | D: ? | E: 28* | F: 12%

[29] C[C@@H](C(=O)Nc1ccc2ccccc2c1)[C@@H]1C[C@@]1(C)[C@@H](NC(=O)c1cccnc1)c1ccccc1
  A: ? | B: 2 | C: -1%&-4% | D: ? | E: -1 | F: ?

[17] COc1ccc(S(N)(=O)=O)cc1C(=O)NCCCN1CCN(c2ccccc2OC)CC1
  A: ? | B: -5 | C: 1% | D: -12% | E: -12 | F: ?

[24] Cc1ccc(C)c(CS(=O)(=O)c2cn(CC(=O)N3CCCCC3)c3ccccc23)c1
  A: ? | B: -8 | C: -6% | D: 3% | E: -13 | F: -90%

[16] NC(=O)c1ccc(Cn2c(C(=O)c3ccc(Cl)cc3)c3ccccc3[n+]2[O-])cc1
  A: ? | B: . | C: . | D: 8% | E: . | F: 35%[activator]

[19] CCOC(=O)c1ccc2c(c1)nc(SCC(=O)N1CCCCC1)n2CC
  A: 0% | B: 13 | C: -3% | D: 2% | E: 18 | F: 12µM*

[20] Cc1cc(C(F)F)n2ncc(C(=O)NCCc3ccc(Cl)cc3)c2n1
  A: . | B: -4 | C: 2% | D: ? | E: -4 | F: -11%

[27] O=C(CSC1=NS(=O)(=O)c2cc(F)ccc2N1)Nc1ccccc1
  A: 1% | B: . | C: . | D: 33%[activator] | E: . | F: 38%[activator]

[23] COn1c(=O)c(-c2ccc(C)cc2)[n+]([O-])c2ccccc21
  A: 41%[activator] | B: 9 | C: 10% | D: 3% | E: 26 | F: 104%[activator]

[25] COc1c(NC(C)=O)c2ccccc2c2ccccc12
  A: 7% | B: -2 | C: -10% | D: ? | E: -8 | F: -1%

[18] NC(N)=NC(N)=Nc1cccc2ccccc12
  A: ? | B: -1 | C: -29% | D: -13% | E: -11 | F: -22%

The list goes on.
Letters: A = Pf growth 48h; B = Cycloheximide cs; C = Giardia FBPA inh; D = HCV inhibitor; E = Shiga inhibitor; F = Pf growth 96h
[31] CCCCOC(=O)Nc1ccc(N(C)C)cc1
  A: 348%[activator] | B: 80* | C: -1% | D: -3% | E: 116* | F: 25%

[32] O=C(/C=C/c1ccc(Cl)cc1Cl)N1CCN(c2ccc([N+](=O)[O-])c(N3CCOCC3)c2)CC1
  A: -23% | B: -3 | C: -3% | D: ? | E: 44 | F: ?

[33] COCCCNC(=O)Cn1c(=O)n(CCCCCC(=O)Nc2ccccc2)c(=O)c2sccc21
  A: -1% | B: 7 | C: 3% | D: -2% | E: 14 | F: ?

[34] COc1ccc(-c2cc(C(=O)NCCN3CCOCC3)c3ccccc3n2)cc1OC
  A: -9% | B: 11 | C: . | D: . | E: -10 | F: ?

[35] O=C(Nc1cccc(C(F)(F)F)c1)C1CC(=O)N(CCc2ccccc2)C1 (stereo unspecified)
  A: ? | B: . | C: . | D: 1% | E: . | F: -4%

[36] CS(=O)(=O)N1CCN(Cc2ccccc2C(F)(F)F)CC1
  A: -3% | B: 1 | C: 0% | D: -2% | E: 1 | F: -10%

[37] CCCN1CCN(CC(=O)Nc2nncs2)CC1
  A: 5% | B: -2 | C: 4.5µM* | D: 3% | E: -4 | F: 0%

[38] CCCn1nnnc1NCc1ccccc1OCc1ccc(F)cc1
  A: -11% | B: -2 | C: 3% | D: -19% | E: -19 | F: 8%

[39] COc1ccc(C(=O)OCn2nnc3ccccc3c2=O)cc1[N+](=O)[O-]
  A: 49%[activator] | B: 6 | C: 7% | D: ? | E: 12 | F: 24%

[40] CCN(Cc1cc2ccc(C)cc2[nH]c1=O)C(=O)c1cccnc1
  A: -1% | B: 1 | C: 13% | D: . | E: -2 | F: -21%

[41] COc1ccc(C(=O)Nc2ccc(-n3nncc3C(C)(C)C)cc2)cc1
  A: ? | B: 48* | C: -3% | D: -27% | E: 49 | F: ?
